Rac1 GTP hydrolysis: MgcRacGAP GTPase-activating activity inhibitors, confirmation, biochemical, ADP Hunter fluorescence; Rac GTPase-activating protein 1 (Homo sapiens); MgcRacGAP-stimulated Rac1 GTP hydrolysis, ADP Hunter fluorescence; higher % means a stronger effect; GST-tagged Rac1 F28L mutant substrate; inhibition, % at 30 µM; hits with a dose series show IC50 in µM; 340,000 tested, 0.6% active;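 active = first-screen hits whose inhibition reached a set limit at any dose in the follow-up dose series; inconclusive = inhibition above the set first-screen limit but never retested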;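 note: fluorescence reports GDP produced by GAP-driven GTP hydrolysis; strong numbers were not always called active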
GPR35 antagonists: GPR35 antagonists blocking zaprinast-driven arrestin recruitment, primary screen, imaging, U2OS, beta-arrestin-GFP, zaprinast agonist (AID 2058). 290,000 tested, 0.052% active. U2OS GPR35 beta-arrestin-GFP translocation imaging, zaprinast antagonism; higher % means a stronger effect. one-dose inhibition, % at 10 µM; IC50 in µM for titrated hits. G-protein coupled receptor 35 (Homo sapiens);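 active = inhibition of at least 50% with at least 30 cells and total cytoplasm GFP at most 10,000,000; inconclusive = under 30 cells or total GFP of 10,000,000 plus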
KOR beta-arrestin-1: KOR antagonists, beta-arrestin recruitment, cell-based, luminescence, uHTS (AID 1778); 290,000 tested, 0.091% active; inhibition, % at 10 µM, or IC50 in µM where a hit was titrated; KOR beta-arrestin recruitment, luminescence, antagonist mode; higher % means a stronger effect; in the data active = inhibition above about 50%; note: strong numbers were not always called active
NTR1 agonist: agonists of NTR1, primary screen, imaging, U2OS cells, beta-arrestin-GFP, high content (AID 493036); Neurotensin receptor type 1 (Homo sapiens), P30989; NTR1-U2OS beta-arrestin-GFP spot imaging, agonist mode; activation, % at 20 µM; 330,000 tested, 0.17% active;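 active = activation at or above 40% of the spot to cytoplasm intensity ratio, with at least 20 cells analyzed; inconclusive = wells under 20 cells, flagged as cytotoxic or low count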;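 note: 0% = DMSO without peptide and 100% = 100 nM NTR1 peptide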
Target sequence (P30989 whole entry, looked up): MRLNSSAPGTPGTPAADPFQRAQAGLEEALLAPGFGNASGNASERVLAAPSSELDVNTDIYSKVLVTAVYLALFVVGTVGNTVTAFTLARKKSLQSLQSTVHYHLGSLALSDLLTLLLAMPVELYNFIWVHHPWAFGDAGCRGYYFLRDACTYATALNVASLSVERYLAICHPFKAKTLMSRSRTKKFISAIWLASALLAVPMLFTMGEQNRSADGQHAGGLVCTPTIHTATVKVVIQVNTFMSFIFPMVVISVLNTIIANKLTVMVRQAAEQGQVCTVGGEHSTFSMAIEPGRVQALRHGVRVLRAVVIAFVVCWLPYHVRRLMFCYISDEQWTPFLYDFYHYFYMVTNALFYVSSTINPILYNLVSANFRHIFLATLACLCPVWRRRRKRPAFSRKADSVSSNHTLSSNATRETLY
K1F lysis inhibition: inhibition of K1F phage lysis, E. coli UTI89, bacterial capsule biogenesis inhibitors, alamar blue (AID 488966); E. coli UTI89 K1F phage lysis, alamar blue, 2 h; higher % means a stronger effect; inhibition, % at 100 µM, or IC50 in µM where a hit was titrated; 340,000 tested, 0.02% active;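 active = phage lysis inhibition, versus mean bacterial control, above a set limit; inconclusive = no clear call, values can overlap the other calls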;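 note: capsule biogenesis inhibitors block K1F phage lysis so surviving cells raise fluorescence; higher fluorescence means more inhibition of phage lysis; actives were called in the ten point dose series up to 300 µM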
KOR beta-arrestin-2: KOR agonists, beta-arrestin recruitment, primary screen, cell-based, luminescence, uHTS (AID 1777). KOR beta-arrestin recruitment, luminescence; higher % means a stronger effect. one-dose activation, % at 10 µM; EC50 in µM for titrated hits. 280,000 tested, 0.02% active; in the data active = activation above about 50%, passing the limit was not always enough; note: a part of the inactive calls stands beside numbers as strong as those of hits
GPR55 beta-arrestin: GPR55 agonists via beta-arrestin recruitment, primary screen, imaging, U2OS cells, beta-arrestin-GFP redistribution (AID 1961); G-protein coupled receptor 55 (Homo sapiens); U2OS GPR55 beta-arrestin-GFP redistribution imaging; higher % means a stronger effect; activation, % at 10 µM; hits with a dose series show EC50 in µM; 290,000 tested, 0.048% active;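 active = activation above 40% with more than 50 cells counted in the well; inconclusive = wells holding fewer than 50 cells, flagged as toxic or sparse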;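 note: U2OS osteosarcoma cells stably expressing GPR55 and beta-arrestin-GFP; plate controls were DMSO negative control for no effect and LPI positive control for full effect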
NOD1 NF-kB reporter: NOD1 signaling inhibitors, primary screen, cell-based, luminescence, uHTS (AID 1578). one-dose inhibition, % at 4 µM; EC50 in µM for titrated hits. NOD1-driven NF-kB luciferase reporter cells, luminescence; higher % means a stronger effect. 290,000 tested, 1% active; in the data active = inhibition mostly above about 36%, no sharp cut-off; inactive = mostly below about 34%;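 note: HEK-293T reporter cells stimulated with the NOD1 agonist gamma-tri-DAP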
GPR55 LPI antagonism: GPR55 antagonists blocking LPI-driven arrestin recruitment, primary screen, imaging, U2OS, beta-arrestin-GFP, LPI agonist (AID 2013); 290,000 tested, 0.13% active; one-dose inhibition, % at 10 µM; IC50 in µM for titrated hits; U2OS GPR55 beta-arrestin-GFP translocation imaging, LPI antagonism; higher % means a stronger effect;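 active = spots per cell inhibited over 60%, with over 100 cells counted and total cytoplasm intensity under 500,000; inconclusive = wells with under 100 cells, flagged as likely toxic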;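 note: U2OS cells stably carrying GPR55 and arrestin-GFP stimulated by 5 µM LPI near EC80; imaged beta-arrestin-GFP aggregate spots per cell after agonist stimulation; plate controls were LPI-stimulated DMSO wells for no effect and DMSO wells without LPI for full effect; some results filed as inactive read as strong as hits; confirmed hits need IC50 under 10 µM and bright autofluorescent wells are also inconclusive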
NTR1 agonist cell count 20 µM: recorded beside NTR1 agonist, whose call it bears; cell count; measured here: cell count, cytotoxicity flag
The depositor's hits bear a star; ? = inconclusive; . = not tested or not shown; [ ] = dose if it differs, or a comment.

no. | SMILES | Rac1 GTP hydrolysis | GPR35 antagonists | KOR beta-arrestin-1 | NTR1 agonist | NTR1 agonist cell count 20 µM | K1F lysis inhibition | KOR beta-arrestin-2 | GPR55 beta-arrestin | NOD1 NF-kB reporter | GPR55 LPI antagonism
1 | COc1ccc(Cn2c(O)c(C=Nc3c(C)n(C)n(-c4ccccc4)c3=O)c(=O)[nH]c2=O)cc1 | 5% | 9% | -18% | -1.2 | 71 | 0.0% | 0.2% | 0.7% | -33% | 4%
2 | CN(C)P1(N(C)C)=NC(C(F)(F)F)=NC(C(F)(F)F)=N1 | 4% | -3% | -32% | -0.8 | 99 | 2.1% | 1.7% | -0.1% | 2% | -2%
3 | CCN(CC)Cc1c[nH]c2ccccc12 | 9% | 16% | -43% | 0.1 | 53 | 0.5% | -4.4% | -0.3% | -4% | -4%
4 | NNP(=O)(CC(=O)c1ccccc1)c1ccccc1 (centres undefined) | . | 5% | -9% | -0.2 | 38 | . | -2.2% | -0.2% | -4% | -7%
5 | CN(C)CCN(C(=O)COc1ccc(Cl)cc1)c1nc2cc3c(cc2s1)OCO3 | -4% | -9% | -37% | -0.2 | 63 | 0.1% | 4.9% | -0.3% | 2% | 0%
6 | COc1ccc(C2C(C(=O)N3CCC4(CC3)OCCO4)CC(=O)N2c2ccc(OC)cc2)cc1 (centres undefined) | 3% | 4% | 19% | -0.3 | 88 | -0.3% | 0.6% | 0.2% | -19% | 3%
7 | CCOP(=S)(OCC)SCC(=O)NC(C(=O)O)C(C)C (centres undefined) | 16% | 12% | -14% | -1.0 | 80 | -0.1% | 4.8% | 0.0% | -24% | -9%
8 | CCC(=NCC1CCCO1)c1c(O)n(-c2ccc(OC)cc2)c(=O)[nH]c1=O (centres undefined) | 9% | -6% | 5% | -1.3 | 41 | 1.3% | 2.1% | -0.2% | -5% | 8%
9 | CCC(=NCC1CCCO1)c1c(O)n(-c2ccccc2)c(=O)[nH]c1=O (centres undefined) | 12% | -5% | -2% | -0.2 | 36 | 0.5% | -2.9% | 0.2% | -6% | 16%
10 | CC(C)(C)NC(=O)C1CC2CCCCC2CN1 (centres undefined) | 9% | 1% | -21% | 0.9 | 46 | -0.9% | 5.1% | 0.2% | 37% | -5%
11 | CC(=NCc1cccnc1)c1c(O)n(C2CCCCC2)c(=O)[nH]c1=O | 5% | 3% | -41% | -1.6 | 100 | 4.6% | -2.4% | 0.0% | 1% | -19%
12 | CC(C)N1C(=O)CC2(CC[N+](C)(CCOC(=O)C(O)(c3ccccc3)c3ccccc3)CC2)C1=O (centres undefined) | -6% | -4% | -20% | -0.1 | 52 | -0.3% | -4.0% | -0.4% | -6% | 15%
13 | CC(=NCc1cccnc1)c1c(O)n(-c2ccccc2)c(=O)[nH]c1=O | 7% | -10% | -8% | 0.8 | 75 | 0.3% | -0.4% | -0.1% | -14% | 35%
14 | CC(=NCc1ccc2c(c1)OCO2)c1c(O)n(-c2ccccc2)c(=O)[nH]c1=O | 16% | 6% | 7% | 0.6 | 36 | 3.1% | -2.7% | -0.1% | -11% | 5%
15 | COc1ccccc1C1CC2CCC(C1OC(C)=O)N2Cc1ccccc1 (centres undefined) | 5% | -22% | -12% | 1.1 | 52 | ? | 0.7% | -0.2% | -32% | -2%
16 | CN(C)c1cccc2c(C#N)ccc(N(C)C)c12 | . | 13% | -10% | 1.9 | 48 | . | -4.0% | 0.4% | -24% | -2%
17 | O=Cc1cn(CCCOc2ccccc2)c2ccccc12 | 9% | . | -2% | 1.1 | 45 | 7.2% | -0.4% | -0.3% | 68% | -6%
18 | COc1ccccc1NC(=O)N1C[C@@H]2C[C@@H](C1)c1cccc(=O)n1C2 | 7% | 10% | -9%[20 µM] | -0.6 | 93 | 3.4% | 3.2% | -0.2% | -34% | 11%
19 | CCOC(=O)c1c(N)n(Cc2ccc(OC)cc2)c2nc3ccccc3nc12 | . | -5% | 10% | . | . | . | 5.0% | -0.2% | -11% | 10%
20 | CCN(CC)c1nc2c(C)cccn2c(=O)c1C=C1C(=O)NC(=O)NC1=O | 8% | 0% | 2% | -0.1 | 72 | 0.1% | -4.6% | -0.2% | -16% | 4%
21 | CCOc1ccc(NC(=O)c2ccc(NC(=O)COC(=O)Cc3ccccc3)cc2)cc1 | -9% | 9% | 7% | 0.3 | 96 | 0.1% | -1.4% | -0.1% | -26% | 3%
22 | CN1C(=O)N(C)C(=O)C2(Cc3ccccc3N3CCCC32)C1=O (centres undefined) | . | -10% | -12% | -1.8 | 56 | . | 5.1% | -0.3% | -10% | -2%
23 | c1ccc2c(c1)CC1CNCc3cccc(c31)S2 (centres undefined) | 4% | 8% | -3% | -1.8 | 67 | 3.2%[50 µM] | 5.0% | 0.0% | -41% | 12%
24 | CCCCCn1c(=O)c(C(=O)NC(C)c2ccccc2)c(O)c2ccccc21 (centres undefined) | 9% | -9% | -24% | 1.5 | 57 | 0.3% | 3.8% | 0.6% | 16% | 2%
25 | Cc1cccc(N2CCN(Cc3ccc4c(c3)OCO4)CC2)c1C | 16% | 4% | 35%[20 µM] | 2.2 | 58 | -0.9% | -2.3% | -0.1% | -30% | 7%
26 | COc1ccc(CN2CCCC(C(=O)c3sccc3C)C2)cc1O (centres undefined) | 10% | 5% | 7% | 1.2 | 44 | -0.1% | -2.4% | -0.3% | -26% | -9%
27 | CN1CCN(Cc2nc3ccccc3n2C)CC1 | 8% | -6% | 11% | -1.7 | 88 | 0.4% | 5.1% | 0.6% | -11% | 11%
28 | CN(C)CCN=Cc1c(O)n(-c2cccc(C(F)(F)F)c2)c(=O)[nH]c1=O | -1% | -9% | -14% | 1.3 | 53 | 0.7% | 5.1% | 0.2% | 3% | -6%
29 | CCC(=NCCc1c[nH]c2ccccc12)c1c(O)n(C)c(=O)n(C)c1=O | 7% | -5% | -6% | 6.5 | 79 | 1.2% | 0.4% | -0.1% | 30% | -12%
30 | CCN1C(=O)/C(=C\c2ccc([N+](=O)[O-])s2)C(=O)NC1=S | . | 7% | 33% | . | . | . | -5.4% | 0.0% | -24% | 3%
31 | COC(=O)C(O)(c1ccc(NC(=O)Oc2ccccc2)cc1)C(F)(F)F (centres undefined) | 8% | -13% | -7% | 0.3 | 46 | 3.0%[50 µM] | 3.0% | -0.2% | -13% | 6%
32 | CC(=O)C1=C(C)OC(N)=C(C(=O)OC(C)C)C12C(=O)Nc1ccccc12 (centres undefined) | 3% | 5% | 53% | 0.3 | 64 | 0.3% | -5.1% | 0.1% | -13% | 13%
33 | COc1ccccc1OCC#CCN1CCCC1 | 44% | -15% | -77%[20 µM] | 0.5 | 54 | -0.5% | 4.1% | 0.2% | -35% | 2%
34 | O=C1NC(=O)C(=Cc2ccc(SC3CCCCC3)o2)C(=O)N1 | 17% | -6% | -117% | 50* | 103* | -0.2% | 4.9% | -0.6% | -20% | 2%
35 | C=CCN(CC=C)Cc1c[nH]c2ccccc12 | . | -12% | -33% | 0.2 | 65 | . | 10% | -0.1% | 24% | 5%
36 | Cc1ccccc1NP(=O)(Oc1ccccc1F)Oc1ccccc1F | -1% | 3% | -3% | 3.9 | 26 | -0.6%[50 µM] | 0.2% | -0.3% | -21% | 2%
37 | Cc1ccc2cccc(OC(=O)N(C)c3ccccc3)c2n1 | 16% | 2% | 22% | -0.9 | 35 | 0.7% | -8.3% | -0.2% | 12% | 6%
38 | Cn1c(Sc2ccc(Cl)cc2)c(C=O)c2ccccc21 | 6% | 22% | -8% | 4.8 | 47 | -0.3% | 0.6% | -0.1% | 1.6µM* | 13%
39 | COc1ccc(CC(C)NCCc2ccc(OC)c(OC)c2)cc1 (centres undefined) | 7% | 7% | -27%[20 µM] | 0.9 | 46 | 0.2% | 1.9% | -0.1% | 9% | 9%
40 | O=C1NC(=O)N(Cc2ccc(F)cc2)C(=O)/C1=C\c1ccoc1 | 24% | -8% | -9% | 1.0 | 41 | -1.4% | -1.0% | -0.1% | -2% | 4%
41 | c1cncc(CNCCc2ccc3c(c2)OCO3)c1 | 11% | 6% | -25% | -0.4 | 63 | -0.3% | 1.0% | 0.5% | -40% | 2%
42 | CC(=O)Nc1ccccc1OCC(=O)c1cc(C)n(Cc2cccs2)c1C | 8% | 5% | -19% | -0.3 | 86 | -0.6% | -0.3% | 0.2% | 0.57µM* | 4%
43 | CCC1(CC)C(=O)NC(=Nc2cccc(C(F)(F)F)c2)NC1=O | 7% | 5% | -5% | 0.9 | 83 | 1.9% | 3.5% | 0.4% | -9% | 4%
44 | O=C1NC(=S)NC(=O)C1=Cc1cccc2cc3ccccc3cc12 | 13% | 0% | -9% | . | . | 0.8% | 6.3% | -0.2% | 59%* | -6%
45 | O=c1c(C=NCCN2CCNCC2)c(O)n(C2CCCCC2)c(=O)n1C1CCCCC1 | 1% | -2% | -5% | 11 | 81 | 2.6% | -3.2% | -0.2% | -18% | 11%
46 | CN(C)c1ccc2c(c1)N=C(c1ccco1)OP2(=S)N1CCOCC1 (centres undefined) | 179µM* | 2% | -5% | 0.5 | 59 | 0.0% | -2.2% | -0.1% | -58% | 16%
47 | CCC(=O)N1N=C2C3CCN(CC3)C2C1c1ccc(C)cc1 (centres undefined) | 3% | 12% | 5% | 1.5 | 46 | -2.6% | -2.7% | 0.4% | -2% | 7%
48 | CCCCCn1c(=O)c(C(=O)NCc2ccc(Cl)cc2)c(O)c2ccccc21 | 8% | -1% | -4%[20 µM] | 0.6 | 50 | -0.1% | -3.7% | 0.6% | -15% | -8%
49 | c1ccc(C2CN3CCC2CC3)cc1 (centres undefined) | . | 7% | -3% | 1.1 | 54 | . | 3.7% | -0.3% | 0% | 3%
50 | c1ccc2c(c1)CSc1ccccc1C2C1=NCCN1 (centres undefined) | -11% | 4% | -32% | 3.5 | 74 | 1.5%[50 µM] | 4.7% | -0.3% | 20% | -3%
51 | O=C(O)[C@H]1NC[C@H]2C[C@H]21 | 4% | 4% | -23% | 0.7 | 92 | -0.7% | -1.6% | 1.1% | -22% | -6%
52 | C=CCn1c(O)c(C=Nc2ccc(N(CC)CC)cc2)c(=O)[nH]c1=O | 15% | -8% | 27% | 0.3 | 57 | 0.4% | -3.7% | -0.2% | -13% | -1%

Assay outcomes (PubChem BioAssay)

An excerpt; count on the stated rates, not on these rows.
